BRCA1 expr up: qHTS Assay to Identify Small Molecule Activators of BRCA1 Expression. AID 624202, 2012. MCF7-BRCA1-FFLuc reporter, luminescence, 48 h; response scale: scaled: vehicle 0%, 10 µM genistein 100%. Potency, µM (titrated, usually from 46.1 µM), for the others: at the highest dose activation, actives largely listed as activators. hit rate 1.1% among 380,000; also: nearly all actives have a fitted effect of over 80% in size; some results filed as inactive show a strong effect at the top dose
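Quantitative HTS in MCF7 cells stably reporting BRCA1 expression via firefly luciferase. Compound treatment lasts 48 h at 37 °C in phenol-red free MEM. Activation is expressed relative to genistein at 10 microM and DMSO.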
uPA generation: qHTS for Inhibitors of Cell Surface uPA Generation; cell surface uPA generation assay, qHTS; Potency, µM (highest dose often 38.3 µM), without a hit: at the top dose activity change, negative = inhibition, actives largely listed as inhibitors; hit rate 0.31% among 330,000; active = well fitted inhibition curve with a large enough effect; inconclusive = small, poorly fitted or top-dose-only effect; inactive = no such curve, though single readings can be large or run the other way; tested in mouse RAW 264.7 cells; also: % is scaled to controls: 0 for no effect and ±100 for the full control effect; nearly all actives have a fitted effect of over 55% in size
FLuc modulator: qHTS profiling assay for firefly luciferase inhibitor/activator using purifed enzyme and Km concentrations of substrates (counterscreen for miR-21 project); AID 588342, 2011; Potency, µM (doses to about 57.5 µM), for inactives: at the highest dose activity change, negative = inhibition, actives largely listed as inhibitors; hit rate 6.9% among 360,000; purified FLuc, Km substrates, luminescence inhibition; Luciferin 4-monooxygenase (Photinus pyralis), P08659;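 also: plate controls were vehicle for no effect and reference inhibitor for full effect; nearly all actives have a fitted effect of over 55% in size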
Target sequence (P08659 whole entry, looked up): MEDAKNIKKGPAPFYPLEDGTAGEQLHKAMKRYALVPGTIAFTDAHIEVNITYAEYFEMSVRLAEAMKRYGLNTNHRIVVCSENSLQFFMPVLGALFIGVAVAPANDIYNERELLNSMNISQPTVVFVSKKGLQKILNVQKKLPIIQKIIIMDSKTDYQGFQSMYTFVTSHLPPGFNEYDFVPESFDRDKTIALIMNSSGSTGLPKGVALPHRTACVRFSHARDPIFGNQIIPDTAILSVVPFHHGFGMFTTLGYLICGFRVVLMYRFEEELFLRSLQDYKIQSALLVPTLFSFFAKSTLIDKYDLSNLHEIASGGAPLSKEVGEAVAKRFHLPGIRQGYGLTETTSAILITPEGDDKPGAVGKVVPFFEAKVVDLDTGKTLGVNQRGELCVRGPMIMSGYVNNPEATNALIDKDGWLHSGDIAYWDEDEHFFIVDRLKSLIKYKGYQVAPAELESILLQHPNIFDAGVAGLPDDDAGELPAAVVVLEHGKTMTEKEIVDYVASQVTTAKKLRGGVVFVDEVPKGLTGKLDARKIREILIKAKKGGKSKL
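Purified P. pyralis luciferase (10nM final) with 10uM D-luciferin and 10uM ATP (Km levels) in 50mM Tris acetate pH 7.5, 10mM Mg acetate, 0.01% Tween-20, 0.05% BSA; qHTS 6-point titration, ~60 µM downward; luminescence read.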
Gal4-VP16 FLuc: VP16 counterscreen qHTS for inhibitors of ROR gamma transcriptional activity; Drosophila S2 Gal4-VP16 UAS-luciferase, luminescence, 20 h; Potency, µM (series often up to 53.6 µM), inactives show at the highest dose activity, negative = inhibition, usual class: inhibitors; hit rate 3.5% among 310,000; AID 2546, 2010;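 also: Gal4-VP16 expression switched on by copper sulfate through the metallothionein promoter; % is scaled to controls: 0 for no effect and ±100 for the full control effect; nearly all actives have a fitted effect of over 50% in size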
RORgamma inh: qHTS for inhibitors of ROR gamma transcriptional activity; Drosophila S2 Gal4-RORgamma UAS-luciferase reporter, 20 h; hit rate 5.4% among 310,000; Potency, µM (series often up to 53.6 µM), for the others: at the top dose activity change, negative = inhibition, most hits filed as inhibitors; AID 2551, 2010; also: % is scaled to controls: 0 for no effect and ±100 for the full control effect; nearly all actives have a fitted effect of over 60% in size
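Stable Schneider cell line, Gal4 DNA-binding domain fused to ROR gamma, UAS-luciferase. Cmpd 1 hr RT → CuSO4 700 uM final → 20 hr RT → luciferase reagent 10 min → luminescence.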
ELG1 genotox: qHTS screen for small molecules that induce genotoxicity in human embryonic kidney (HEK293T) cells expressing luciferase-tagged ELG1. hit rate 1.3% among 330,000. Potency, µM (titrated, usually from 46 µM), inactives show top-dose activity change, positive = activation, actives largely listed as activators. AID 504466, 2011. HEK293T ELG1-luciferase reporter, luminescence, 16 h; also: % of control where 0% means no effect; nearly all actives have a fitted effect of over 60% in size
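Quantitative HTS format in 1536-well plates. HEK293T ELG1-luciferase reporter cells receive test compound and are incubated 16 hr at 37 °C, 5% CO2; ONE-Glo added, 30 min room temperature, then luminescence read.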
MBNL1 CUG block: qHTS Assay for Inhibitors of MBNL1-poly(CUG) RNA binding; Muscleblind-like protein 1 (Homo sapiens), Q9NR56; AID 2675, 2010; TR-FRET MBNL1-His/biotin-(CUG)12 binding, 665/545 ratio; Potency, µM (doses to about 57.5 µM), inactives show at the highest dose activity change, negative = inhibition, usual class: inhibitors; hit rate 0.036% among 280,000; active = well fitted inhibition curve with a large enough effect in the signal ratio, with a control signal flat, not every such curve was filed as active; inconclusive = small, poorly fitted or top-dose-only effect, or effect the other way, or a change in a side signal; inactive = no such curve, though single readings can be large or run the other way; the % refers to the signal ratio; also: % is scaled to controls: 0 for no effect and ±100 for the full control effect
Target sequence (Q9NR56 whole entry, looked up): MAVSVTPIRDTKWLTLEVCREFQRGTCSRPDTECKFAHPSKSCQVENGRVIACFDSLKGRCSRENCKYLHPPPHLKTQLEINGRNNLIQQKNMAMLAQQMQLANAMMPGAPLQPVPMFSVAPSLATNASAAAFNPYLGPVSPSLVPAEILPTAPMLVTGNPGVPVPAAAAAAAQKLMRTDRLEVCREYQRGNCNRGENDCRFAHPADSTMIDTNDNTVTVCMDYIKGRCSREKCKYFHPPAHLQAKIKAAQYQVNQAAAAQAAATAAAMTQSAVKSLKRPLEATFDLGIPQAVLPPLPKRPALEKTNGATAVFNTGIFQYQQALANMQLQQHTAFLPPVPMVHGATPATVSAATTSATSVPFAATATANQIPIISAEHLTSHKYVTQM
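Ratiometric TR-FRET (665 over 545 nm, excitation 340 nm) tracks disruption of MBNL1-His/biotin-(CUG)12 complex after 60 min at room temperature, with compounds at 92 nM to 58 uM final.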
p53 reactivation: qHTS assay for re-activators of p53 using a Luc reporter; H1299 p53-A138V BP100-luciferase reporter, luminescence, 24 h; Potency, µM (series often up to 92.2 µM), for inactives: at the top dose activity change, positive = activation, most hits filed as activators; hit rate 0.063% among 320,000; also: % of control where 0% means no effect; nearly all actives have a fitted effect of over 45% in size
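p53-null H1299 cells stably carrying temperature-sensitive p53-A138V and a BP100-luciferase reporter were pinned with compounds (4-point, 1:5 series) and held 24 hrs at 37 deg C. Luminescence was read 10 min after detection reagent.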
Rab9 prom act: qHTS Assay for Rab9 Promoter Activators; Huh7 Rab9 promoter-luciferase reporter, luminescence, 24 h; Potency, µM (titrated, usually from 9.22 µM), for the others: at the top dose activation, negative = inhibition, actives largely listed as activators; hit rate 2.8% among 320,000; AID 485297, 2010; also: % of control where 0% means no effect; nearly all actives have a fitted effect of over 60% in size
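Huh7 reporter line, Rab9 promoter upstream of luciferase. Compound exposure 24 h at 37 °C in reduced-serum medium with 10% FBS. Read-out: luminescence.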
NPC1 promoter act: qHTS Assay for NPC1 Promoter Activators; hit rate 2.4% among 320,000; AID 485313, 2010; Huh7 NPC1 promoter luciferase reporter, 24 h; Potency, µM (top dose mostly 9.22 µM), without a hit: at the highest dose activation, hits mostly activators;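 also: % of control where 0% means no effect; nearly all actives have a fitted effect of over 60% in size; reporter is driven by a mutant NPC1 promoter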
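Huh7 cells stably carrying NPC1 promoter–luciferase, plated in Opti-MEM with 10% FBS for 2 h, were exposed to compound in DMSO for 24 h at 37 °C; luciferase reagent was added for 10 min and luminescence read.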
Active calls of the source: *; u = inconclusive; x = not tested or not shown; & = joins results of further samples; [ ] = remark or other dose. Unless noted, calls follow the shape of the dose curve; as a rule, active = well fitted curve in the direction sought with a large enough effect; inconclusive = small, poorly fitted or top-dose-only effect, or another doubt; inactive = no such curve, though single readings can be large; an effect the other way counts as inactive or inconclusive. Potency is read from the fitted curve at half-maximal effect. Rows are unselected. About 13% of those tested had a hit in this group.

SMILES	BRCA1 expr up	uPA generation	FLuc modulator	Gal4-VP16 FLuc	RORgamma inh	ELG1 genotox	MBNL1 CUG block	p53 reactivation	Rab9 prom act	NPC1 promoter act
O=C(COC(=O)c1cccs1)Nc1ccccc1[N+](=O)[O-]	-13%	4%	-11%	-3%	2%	-1%	u	4%	-9%	3%
COc1cc(NC(=O)COC(=O)c2n[nH]c3ccccc23)c(C)cc1[N+](=O)[O-]	-45%	6%	2%	-10%	u	-6%	7%	17%	2%	2%
O=C(Nc1ncccc1O)c1ccc2ccccc2c1	-31%	-4%	1%	-18%	19%	-7%	-4%	-4%	-7%	-3%
CN(C)C1=NCCN1CCC1CCCC1	5%	-6%	2%	1%	-11%	0%	5%	x	-2%	0%
N#CC1(NC(=O)CSc2nnc3n2CCCCC3)CCCCC1	-2%	-6%	x	x	x	1%	x	-7%	x	x
c1ccc(-c2cc(-c3nn4c(-c5ccco5)nnc4s3)c3ccccc3n2)cc1	-49%	x	3%	u	u	-18%	4%	7%	-10%	0%
CN(C/C=C/C#CC(C)(C)C)Cc1cccc2ccccc12	9%	-1%	x	-2%&25%	u	x	x	x	x	x
Oc1c(C(c2ccccc2)N2CCN(Cc3ccccc3)CC2)sc2ncnn12 (stereo not drawn)	-14%	10%	9%	5%	8%	-7%	0%	4%	2%	-2%
Cc1cccc(N2CCN(C(=O)c3ccccc3NC(=O)C3CC=CCC3C(=O)O)CC2)c1 (stereo not drawn)	-21%	-10%	1%	-11%	-1%	1%	-1%	-2%	-5%	-1%
Cc1ccc(C(=O)O)cc1NC(=S)NC(=O)Cc1ccccc1	-26%	-2%	-6%	-5%	-9%	3%	-7%	7%	-1%	-2%

Profiles as entered above. Values in the order: BRCA1 expr up	uPA generation	FLuc modulator	Gal4-VP16 FLuc	RORgamma inh	ELG1 genotox	MBNL1 CUG block	p53 reactivation	Rab9 prom act	NPC1 promoter act
COc1cc(NC(=O)COC(=O)c2n[nH]c3ccccc23)c(C)cc1[N+](=O)[O-] is listed with -45%	6%	2%	-10%	u	-6%	7%	17%	2%	2%
O=C(Nc1ncccc1O)c1ccc2ccccc2c1 is listed with -31%	-4%	1%	-18%	19%	-7%	-4%	-4%	-7%	-3%
c1ccc(-c2cc(-c3nn4c(-c5ccco5)nnc4s3)c3ccccc3n2)cc1 is listed with -49%	x	3%	u	u	-18%	4%	7%	-10%	0%

Next part
SMILES	BRCA1 expr up	uPA generation	FLuc modulator	Gal4-VP16 FLuc	RORgamma inh	ELG1 genotox	MBNL1 CUG block	p53 reactivation	Rab9 prom act	NPC1 promoter act
CCOC(=O)c1cnc(SC2CC(=O)N(c3cccc(OC)c3)C2=O)nc1N (stereo not drawn)	3%	-2%	5%	u	-14%	5%	-4%	6%	-8%	-3%
Cc1nonc1CC(=O)NC1CCCc2c1cnn2-c1ccc(F)cc1F (stereo not drawn)	2%	-20%	1%	1%	38%	-6%	-2%	3%	-1%	-3%
COc1ccc(/C=N/c2nc3ccccc3n2CCN2CCCCC2)cc1OC	-1%	1%	-9%	1%	4%	0%	-10%	4%	-2%	-3%
CCN(C(=O)COC(=O)c1cccn1C)C1CCS(=O)(=O)C1 (stereo not drawn)	14%	1%	-3%	7%	-6%	3%	-16%	-4%	10%	-7%
Cc1cc(NC(=O)/C=C/c2ccccc2)c(C(C)C)cc1O	-3%	2%	u	-2%	13%	-3%	-3%	-1%	1%	0%
COc1ccc(OC)c(-n2c(SCC(C)=O)nnc2-c2cccc(S(=O)(=O)N(C)C)c2)c1	0%	3%	1%	-3%	8%	1%	-5%	-12%	1%	8%
CC(=O)c1sc2nc(-c3ccccc3)cc(C)c2c1N	-3%	2%	-19%	-9%	6%	0%	u	-16%	-4%	-2%
O=C1C(C=NCC2CCCO2)=C(O)c2ccccc21 (stereo not drawn)	96%	-4%	19µM*	u	-25%	u	u	16%	2.8µM*	u
COc1cccc(NC(=O)CSc2ccccn2)c1	10µM*	-3%	15µM*	-1%	24%	u	-6%	u	u	u
C[C@]12c3[nH]c4cc(-c5ccco5)ccc4c3CCN1C(=O)[C@@H](CC(=O)NCCN1CCOCC1)C[C@@H]2C(=O)N1CCOCC1	-5%	4%	x	x	x	9%	x	-6%	x	x
CC1(C)CC(=O)C(C=Nc2cccnc2/N=C/C2=C(O)CC(C)(C)CC2=O)=C(O)C1	-20%	-6%	-3%	-13%	10µM*	-1%	7%	4%	-7%	2%
O=C(Nc1cc(Cl)cc(Cl)c1)C(NCCO)c1ccccc1 (stereo not drawn)	0%	x	-2%	-5%	-8%	0%	1%	1%	0%	-1%
CSCCC(NC(=O)COc1ccccc1)C(=O)NC1CCC(C)CC1 (stereo not drawn)	-25%	-1%	7%	x	x	1%	x	8%	-10%	-4%
COC(=O)Nc1ccc(S(=O)(=O)N2CCC(C(=O)NCc3ccc4c(c3)OCO4)CC2)cc1	-28%	6%	x	x	x	2%	x	0%	x	x
COc1ccc(-c2nc(SCC(=O)N(CC(C)C)c3c(N)n(Cc4ccccc4)c(=O)[nH]c3=O)n[nH]2)cc1	45%	-8%	1.9µM*	x	x	-2%	x	6%	-1%	9%
Cc1ccc(S(=O)(=O)N2CCOCC2)cc1NC(=O)CSc1nc2ccccc2c(=O)n1Cc1ccccc1	-5%	11%	-2%	-11%	9%	1%	7%	-6%	-1%	-1%
Cc1ccc(S(=O)(=O)N/N=C\c2cn(-c3ccccc3)nc2-c2ccccc2)cc1	66%	-12%	u	3%	u	5%	-11%	4%	5%	10%
c1nc2sc3c(c2c2nnnn12)CCC3	33%	5%	1%	3%	20%	-30%	12%	-4%	-5%	2%
Cc1ccc(C(=O)CSc2nnc(-c3c[nH]c4ccccc34)o2)cc1	-23%	x	-1%	-13%	27%	-1%	2%	8%	-5%	1%
C=CCNC(=S)NNC(=O)c1ccc2c(c1)OCO2	3%	x	-13%	u	u	1%	-1%	8%	12%	14%
O=S(=O)(NCc1ccccc1Cl)c1cccs1	64%	-1%	-2%	-7%	42%	-15%	-2%	-1%	12%	10%
Cc1cc(C)c(OCC(=O)OCC(=O)N(C)C2CCS(=O)(=O)C2)c(C)c1 (stereo not drawn)	-10%	-1%	1%	x	x	-3%	x	-4%	8%	1%
O=C1/C(=C/c2ccco2)SC(=S)N1c1cccnc1	-3%	1%	u	9%	7%	0%	u	15%	-3%	21%
Oc1ccccc1C(Nc1nccs1)c1ccc2cccnc2c1O (stereo not drawn)	-81%	5%	1%	5µM*	u	7%	7%	21%	-41%[inhibitor]	-32%[inhibitor]
COc1cc(C(c2sc3nc(C)nn3c2O)N2CC(C)CC(C)C2)cc(OC)c1OC (stereo not drawn)	-6%	6%	4%	5%	u	0%	1%	-17%	0%	-3%
Cc1cc(=O)oc2c3c(cc(OCC(=O)NC(Cc4ccc(Cl)cc4)C(=O)O)c12)OC(C)(C)CC3 (stereo not drawn)	13%	7%	-1%	-2%	-11%	4%	-6%	7%	-2%	2%
O=C1c2ccncc2C(=O)N1C1CCCCC1	5%	x	1%	0%	-29%	2%	u	0%	-1%	-1%
S=C(Nc1ccc(CN2CCCCC2)cc1)Nc1cccc(Cl)c1Cl	-24%	3%	2%	2%	-26%	-4%	2%	u	10%	8%
CC(c1nnc(SCC(=O)NC(=O)NCc2ccco2)n1-c1ccc(Cl)cc1)N(C)C (stereo not drawn)	4%	2%	4%	-11%	8%	-4%	-1%	-6%	-3%	-1%
Cc1ccc(-c2nnn(CC(=O)N(c3cnc4ccccc4c3)C(C(=O)NC3CCCC3)c3ccncc3)n2)o1 (stereo not drawn)	-37%	-1%	-1%	-5%	-11%	-14%	-5%	-2%	-3%	-6%
COc1ccc(C2Nc3ccccc3C(=O)N2NC(C)=O)c(OC)c1 (stereo not drawn)	-16%	-2%	0%	-10%	-25%	0%	1%	1%	-10%	-2%
COC(CNC(=O)c1cn(C)c2ccc(S(=O)(=O)N(C)C3CCCCC3)cc2c1=O)OC	-24%	-1%	3%	-7%	5%	-10%	-3%	6%	9%	0%
Cc1ccc(C(=O)NC2CCS(=O)(=O)C2)cc1S(=O)(=O)N1CCCC1 (stereo not drawn)	-8%	9%	2%	-2%	-25%	7%	-9%	14%	3%[1.84 µM]	-1%
O=C(c1oc(=O)c2ccccc2c1-c1ccccc1)N1CCOCC1	1%	-4%	4%	10%	3%	-1%	-2%	-1%	0%	2%
Cc1ccccc1-c1nnc2c3ccccc3c(C)nn12	-22%	-9%	-5%	4%	15%	6%	-3%	-5%	1%	-3%
COc1ccc(CC(=O)Nc2cccc(C(=O)Nc3cccc(C)c3)c2)cc1	x	x	-6%	-7%	-17%	5%	1%	4%	0%	-2%
CCCCSc1nc(C)c(CC(=O)O)c(=O)[nH]1	0%	8%	8%	-2%	-4%	-2%	-1%	1%	-1%	-1%
Cc1c(CC(=O)NCC(C)C)c(=O)oc2cc3c(cc12)CCC(C)(C)O3	48%	-4%	u	u	u	1%	12%	3%	26%	-6%
